D2 antagonist: HTS Assay for Allosteric Antagonists of the Human D2 Dopamine Receptor: Primary Screen for Antagonists; actives 2% (n = 340,000); AID 485344, 2010; inhibition, % at 10 µM; HEK293 TREx D2 cells, calcium flux, dopamine EC80; D(2) dopamine receptor (Homo sapiens), P14416; in the data active means inhibition above about 30%; further: 0% is about no effect
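Calcium flux kinetic readout in an inducible HEK293 TREx D2 line plated overnight at 30 C. After 180 s compound exposure, an EC80 dopamine challenge follows with another 180 s kinetic read to detect antagonism.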
TrxR1 substrate: qHTS Assay for Substrates of Mammalian Selenoprotein Thioredoxin Reductase 1 (TrxR1): qHTS | purified TrxR1 substrate turnover, NADPH consumption readout | actives 0.01% (n = 390,000) | Thioredoxin reductase 1, cytoplasmic (Rattus norvegicus), O89049 | Potency, µM (highest dose often 114 µM), inactives show at the top dose activity change, negative = substrate turnover; further: potency means the concentration at half of the fitted maximal effect; on the % scale 0 is the no-effect control and ±100 the full control effect; nearly all actives have a fitted effect of over 50% in size
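Rat TrxR1, dispensed at 90 nM, was prereduced with 400 uM NADPH (final) for 5 min at ~22 deg C, then incubated with compound 15 min before 400 uM selenite. A first-read NADPH fluorescence drop versus no-compound background flagged substrates.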
USP1-UAF1 inh: Inhibitors of USP1/UAF1: Primary Screen. Ubiquitin carboxyl-terminal hydrolase 1 (Homo sapiens), O94782. recombinant USP1/UAF1, Ub-Rhodamine cleavage fluorescence. Potency, µM (highest dose often 57.1 µM), without a hit: at the highest dose activity change, negative = inhibition, hits mostly inhibitors. actives 0.23% (n = 390,000). AID 743255, 2014; further: potency means the concentration at half of the fitted maximal effect; on the % scale 0 is the no-effect control and ±100 the full control effect; nearly all actives have a fitted effect of over 60% in size; inactives centre near -12
Target sequence (O94782 whole entry, looked up): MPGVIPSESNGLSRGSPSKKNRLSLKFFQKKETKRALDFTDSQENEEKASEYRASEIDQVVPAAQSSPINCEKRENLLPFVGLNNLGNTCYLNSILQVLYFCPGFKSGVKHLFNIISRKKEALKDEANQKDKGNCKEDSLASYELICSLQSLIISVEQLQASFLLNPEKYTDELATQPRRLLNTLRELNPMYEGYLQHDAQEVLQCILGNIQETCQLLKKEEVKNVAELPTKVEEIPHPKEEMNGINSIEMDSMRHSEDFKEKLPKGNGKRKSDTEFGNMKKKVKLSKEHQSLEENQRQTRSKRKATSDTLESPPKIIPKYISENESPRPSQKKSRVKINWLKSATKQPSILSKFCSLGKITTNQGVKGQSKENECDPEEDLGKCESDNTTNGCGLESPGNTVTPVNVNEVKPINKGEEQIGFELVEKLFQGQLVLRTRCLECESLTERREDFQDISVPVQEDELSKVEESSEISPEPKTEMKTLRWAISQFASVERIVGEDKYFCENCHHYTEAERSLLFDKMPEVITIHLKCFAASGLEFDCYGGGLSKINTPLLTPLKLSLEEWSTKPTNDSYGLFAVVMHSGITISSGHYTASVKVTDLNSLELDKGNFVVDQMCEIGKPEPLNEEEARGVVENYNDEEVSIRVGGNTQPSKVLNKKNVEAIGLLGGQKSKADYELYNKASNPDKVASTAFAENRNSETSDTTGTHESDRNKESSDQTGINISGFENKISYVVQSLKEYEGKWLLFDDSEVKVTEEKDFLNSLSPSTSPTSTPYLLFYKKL
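1 nM enzyme complex + cpd, 15 min RT; start with Ub-Rho 150nM final; kinetic fluorescence ex 480/em 540, 6 reads q60 s. Buffer 50mM HEPES pH 7.8, 0.5mM EDTA, 0.1 mg/ml BSA, 1mM TCEP, 0.01% Tween-20.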
D2 ag: HTS Assay for Allosteric Agonists of the Human D2 Dopamine Receptor: Primary Screen for Agonists | actives 0.53% (n = 340,000) | HEK293 T-REx D2 cells, calcium flux agonist mode | D(2) dopamine receptor (Homo sapiens), P14416 | activation, % at 2 µM;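 active means activation over 3 SD above normal in the single-dose calcium agonist read, cut at about 30% in these data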; further: 0% is about no effect
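In this primary screen, compounds producing a positive calcium signal within 180 s of addition to tetracycline-induced, force-coupled HEK293 Trex D2 cells are flagged; cells are dye-loaded with a no-wash calcium kit beforehand.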
IDH1 R132H inh: qHTS for Inhibitors of mutant isocitrate dehydrogenase 1 (IDH1): qHTS | IDH1-R132H enzyme, NADPH consumption, diaphorase/resazurin fluorescence | Potency, µM (highest dose often 76.6 µM), without a hit: at the highest dose activity change, negative = inhibition, usual class: inhibitors | actives 0.093% (n = 390,000) | AID 602179, 2012; further: potency means the concentration at half of the fitted maximal effect; on the % scale 0 is the no-effect control and ±100 the full control effect; nearly all actives have a fitted effect of over 65% in size
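IDH1-R132H (0.5 ug/mL dispensed) in pH 7.5 Tris buffer was preincubated 30 min with compound, then given a substrate mix of 0.016 mM NADPH and 2 mM alpha-KG for 80 min at room temperature; remaining NADPH was read by diaphorase/resazurin fluorescence.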
PI4K2A block: qHTS for small molecular inhibitors of PI4K2A; purified PI4K2A, ADP-Glo luminescence, 1 h; active compounds read low; actives 0.13% (n = 420,000); activity change, negative = inhibition, % at 76.9 µM; in the data active means activity change below about -50%; inconclusive means mostly about -30% to -49%;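 further: -100% = wells without enzyme as full effect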
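PI4K2A activity was measured by ADP-Glo luminescence: enzyme (4 ug/mL stock) and phosphatidylinositol (1.2 mM stock) in Tris pH 7.5/MgCl2/EGTA/Triton X-100 buffer were reacted with ATP (300 microM stock) for one hour at ambient temperature.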
rTrxR1 inhibitor: qHTS Assay for Inhibitors of Mammalian Selenoprotein Thioredoxin Reductase 1 (TrxR1): qHTS; Thioredoxin reductase 1, cytoplasmic (Rattus norvegicus), O89049; recombinant rTrxR1, NADPH fluorescence consumption, selenite substrate; Potency, µM (highest dose often 114 µM), for the others: top-dose activity change, negative = inhibition, actives largely listed as inhibitors; actives 1% (n = 390,000); further: potency means the concentration at half of the fitted maximal effect; on the % scale 0 is the no-effect control and ±100 the full control effect; nearly all actives have a fitted effect of over 65% in size
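Rat TrxR1 (90 nM in the dispensed reagent) was pre-reduced with 400 uM NADPH for 5 min at room temperature, then incubated with compound for 15 min. After 400 uM selenite was added, NADPH fluorescence (Ex 340/Em 450 nm) was followed for 8 min.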
TRHR PAM: qHTS for Small Molecule Agonists and Allosteric Enhancers of Human TRH Receptor: Primary Screen for Enhancers | actives 0.66% (n = 360,000) | enhancement, % at 2 µM | TRHR cells, fluo-8 calcium fluorescence, EC20 TRH enhancement; in the data active means enhancement above about 30%; further: 0% is about no effect
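TRHR-expressing cells loaded with fluo-8 calcium dye were read kinetically (ex 480/em 530) during compound addition, then stimulated with an EC20 of TRH (10 nM final). Enhancement of the Gq-mediated intracellular calcium response was scored.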
TRHR ag: qHTS for Small Molecule Agonists and Allosteric Enhancers of Human TRH Receptor: Primary Screen for Agonists. Thyrotropin-releasing hormone receptor (Homo sapiens), P34981. TRHR cells, calcium flux fluo-8, FDSS agonist mode. activation, % at 2 µM. actives 0.18% (n = 360,000). AID 493084, 2011; in the data active means activation above about 30%; further: 0% is about no effect
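Fluo-8-loaded TRHR cells; 10 s baseline, compound added, kinetic Ca2+ fluorescence read 1/s, agonist mode.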
Active calls of the source: *; ? = inconclusive; . = no result given; & = joins results of further samples; [ ] = another dose, or the depositor's remark. Unless noted, the call rests on the fitted dose curve; in most records, active means well fitted inhibition curve with a large enough effect; inconclusive means small, poorly fitted or top-dose-only effect; inactive means no such curve, though single readings can be large or run the other way.

No.	molecule	D2 antagonist	TrxR1 substrate	USP1-UAF1 inh	D2 ag	IDH1 R132H inh	PI4K2A block	rTrxR1 inhibitor	TRHR PAM	TRHR ag
1	Cc1cc(C)cc(N(CC(=O)O)S(=O)(=O)c2c(C)[nH]c(=O)[nH]c2=O)c1	-10	13%[57.1 µM]	-6%	1.4	8%	0	34%[activator][57.1 µM]	0	0.3
2	CCCCCNCc1ccc(Cl)cc1	-5	6%	-23%	0.1	9%	0	6%	-4	1.6
3	N#CC1(c2ccccc2)CCCN1C(=O)c1ccc(Br)o1 (stereo unspecified)	-4	9%	-4%	0.3	-2%	0	12%	0	-1.4
4	CC(=O)c1ccc(N2CCN(C(=O)c3ccc(NC4=NC5CS(=O)(=O)CC5S4)cc3)CC2)cc1 (stereo unspecified)	30	-1%[57.1 µM]	-13%	1.5	-10%	1	6%[57.1 µM]	-12	0.2
5	Cc1ccc(S(=O)(=O)NCc2ccc(C(=O)N3CCN(c4ccccn4)CC3)cc2)cc1	-15	-2%	-9%	0.7	5%	3	-7%	-4	-0.6
6	COc1cccc(-c2cc3nc(-c4ccccc4)cc(=O)n3[nH]2)c1	.	45%[activator]	-27%	.	8%	5	39%[activator]	7	-0.6
7	CCOC(=O)c1nnc2c(-c3ccc(Cl)cc3)c(C)nn2c1N	.	11%	-13%	0.6	0%	0	15%	-2	-0.3
8	COc1ccc(CC(=O)NCC2CCCN(Cc3cc(OC)cc(OC)c3)C2)cc1 (stereo unspecified)	2	-8%	-5%	-0.1	-1%	4	4%	8	0.0
9	COc1ccc(N(CN2C(=O)c3ccccc3C2=O)C(=O)C(C)C)cc1	-2	1%	-14%	-1.3	3%	-8	0%	2	-0.1
10	O=C(NN1CCCCC1)c1cccc2ccccc12	-2	7%[57.1 µM]	-14%	0.1	5%	1	10%[57.1 µM]	6	0.0
11	CN=c1nc(-c2ccccc2)n(-c2ccccc2)s1	-8	9%[57.1 µM]	-17%	-0.7	-8%	-5&-2	?	-1	-0.2
12	O=C(Nc1ccc2nc(-c3ccccc3)oc2c1)c1ccco1	-19	7%	-17%	0.5	4%	1	-8%	5	0.2
13	O=C(Cn1c(C(=O)O)cc2ccccc21)c1ccccc1	-8	7%[57.1 µM]	-5%	0.2	9%	-3	15%[57.1 µM]	0	0.2
14	COc1ccccc1CNc1cc(C)ccn1	-4	3%	3%	-0.7	0%	3	31%	-5	-1.6
15	CCN(CC)c1ncnc2c1ncn2Cc1c(Cl)cccc1Cl	9	-3%	-13%	0.8	7%	-3	-7%	4	-0.6

(cont.)
No.	molecule	D2 antagonist	TrxR1 substrate	USP1-UAF1 inh	D2 ag	IDH1 R132H inh	PI4K2A block	rTrxR1 inhibitor	TRHR PAM	TRHR ag
16	O=C(CSCc1ccccc1)Nc1ccc2c(c1)C(=O)NC2=O	-4	-4%	-25%	0.3	-6%	0	15%	-3	-1.0
17	O=C(NCCc1ccccc1Cl)C1CCC(=O)N(CCCc2ccccc2)C1 (stereo unspecified)	15	2%	-25%	-0.7	-1%	-1	18%	-6	-0.8
18	CC(Nc1ccc(Cl)cc1)C(=O)NN (stereo unspecified)	-9	7%[57.1 µM]	-6%	-0.1	6%	-2	5%[57.1 µM]	6	0.4
19	COC(=O)C1=C(C(=O)OC)[C@]2([C@H]3CC=CCN[C@@H](Cc4ccccc4)C(=O)N3Cc3ccccc3)C=C[C@H]1O2	.	5%	-26%	.	10%	2	14%[57.1 µM]	.	.
20	Cc1ccccc1NC(=O)Cn1c(C)nc2ccc(NC(=O)C3CC3)cc2c1=O	-27	15%	-23%	-0.2	3%	-1	27%	5	-0.7
21	COc1ccc(Cn2c(=O)[nH]c3cc(C(=O)N4CCN(c5ccccn5)CC4)ccc3c2=O)cc1	-19	2%	-22%	14	1%	4	13%	1	0.5
22	C[C@H]1CN([C@@H](C)CO)C(=O)Cc2cc(NS(=O)(=O)c3cn(C)cn3)ccc2O[C@@H]1CN(C)C(=O)Nc1ccc(F)cc1	.	-1%[57.1 µM]	?	.	-10%	-4	-22%[57.1 µM]	.	.
23	O=C(Cc1ccc(-n2c(=O)[nH]c3ccccc3c2=O)cc1)N1CCN(c2cccc(Cl)c2)CC1	11	4%	-7%	-0.1	-3%	2	10%	2	0.2
24	CCC(c1nnnn1CCOC)N(Cc1ccc(C)cc1)Cc1cc2cc(OC)ccc2[nH]c1=O (stereo unspecified)	-1	24%	-21%	-2.1	0%	-5	31%	5	-0.3
25	Nc1ccc(NC(=O)c2cccc(C(=O)Nc3ccc(N)cc3Cl)c2)c(Cl)c1	1	11%[57.1 µM]	3%&-7%	0.2&-0.2	0%&-1%	7&-7	9%[57.1 µM]	-5&2	1.0&-1.3
26	CCN(CC)S(=O)(=O)c1cc(NC(=O)CN2CCN(c3ccccn3)CC2)ccc1C	-2	1%[57.1 µM]	-21%	-8.6	-5%	-2	0%[57.1 µM]	7	0.1
27	Cc1nc2nc(C)c(CCC(=O)NC(C)c3ccc4c(c3)OCCO4)c(C)n2n1 (stereo unspecified)	-2	-4%	-10%	-0.6	3%	-2	-6%	-5	-0.1
28	Cc1ccc(S(=O)(=O)N(C)Cc2ccc(C(=O)N/N=C/c3ccc(OC(F)F)cc3OC(F)F)cc2)cc1	28	-2%	-20%	0.5	-1%	-3	-5%	6	0.9
29	Cc1nn(-c2ccccc2)c(C)c1C(=O)N1CCN(S(=O)(=O)c2ccccc2)CC1	-15	-1%	-6%	-0.1	-7%	0	2%	-7	0.0
30	CN(Cc1nc2ccccc2c(=O)[nH]1)C(=O)c1cc(C2CC2)nn1-c1ccccc1	27	-2%	-28%	6.9	-2%	6	5%	2	1.0

The listing continues:
No.	molecule	D2 antagonist	TrxR1 substrate	USP1-UAF1 inh	D2 ag	IDH1 R132H inh	PI4K2A block	rTrxR1 inhibitor	TRHR PAM	TRHR ag
31	CCOc1ccc(CN2CCN(CCCc3ccccc3)CC2CCO)cc1 (stereo unspecified)	21	0%	4%	16	1%	1	13%	15	-0.3
32	COc1ccc2nc(NC(=O)CSc3nc4ccccc4o3)sc2c1	7	-2%	8%	0.7	1%	-1	8%	-1	-2.3
33	Cc1cc(C)cc(Nc2ccc(C(=O)O)cc2[N+](=O)[O-])c1	-10	-10%	-1%	0.1	1%	-2	-5%[57.1 µM]	-6	-0.2
34	CCOC(=O)c1ccc2nc(C)c(C)nc2c1	0	8%[57.1 µM]	-9%	0.4	1%	-1	15%[57.1 µM]	5	-0.1
35	CCOC(=O)c1c(C)[nH]c(C)c1S(=O)(=O)N1CCCCC1	-5	6%	-18%	-0.5	-2%	-3	23%	3	0.0
36	Cc1ccc(C2/C(=C(/O)c3ccccc3)C(=O)C(=O)N2CCN2CCOCC2)o1 (stereo unspecified)	14	-8%	-16%	-0.5	-4%	4	-18%	1	-0.3
37	COc1cc(-n2nnnc2SC)c(OC)cc1Cl	-3	-5%	-2%	-0.2	-4%	7	-12%	0	-0.3
38	CC(O)C(=O)N/N=C/c1cccc(Cl)c1Cl (stereo unspecified)	-4	3%	-17%	-0.3	-1%	1	10%	0	-0.2
39	Cc1cc(C)nc(Nc2nc3ccccc3s2)n1	2	2%[57.1 µM]	-11%	0.1	4%	3	19%	5	0.6
40	COc1cccc(-c2n[nH]c3c2CCC3)c1	5	3%	-16%	0.5	24%	1	26%	4	-0.2
41	O=C(COc1cccc2cccnc12)Nc1nccs1	7	3%	-25%	-1.2	6%	3	12%	-4	-0.4
42	Cc1cccc(N2CCN(C(=O)Cn3cccc3C(=O)c3ccccc3)CC2)c1C	3	-6%	-12%	-0.5	-5%	-1	0%	0	-0.3

Compounds 36 through 42, reprinted for reference:
No.	molecule	D2 antagonist	TrxR1 substrate	USP1-UAF1 inh	D2 ag	IDH1 R132H inh	PI4K2A block	rTrxR1 inhibitor	TRHR PAM	TRHR ag
36	Cc1ccc(C2/C(=C(/O)c3ccccc3)C(=O)C(=O)N2CCN2CCOCC2)o1 (stereo unspecified)	14	-8%	-16%	-0.5	-4%	4	-18%	1	-0.3
37	COc1cc(-n2nnnc2SC)c(OC)cc1Cl	-3	-5%	-2%	-0.2	-4%	7	-12%	0	-0.3
38	CC(O)C(=O)N/N=C/c1cccc(Cl)c1Cl (stereo unspecified)	-4	3%	-17%	-0.3	-1%	1	10%	0	-0.2
39	Cc1cc(C)nc(Nc2nc3ccccc3s2)n1	2	2%[57.1 µM]	-11%	0.1	4%	3	19%	5	0.6
40	COc1cccc(-c2n[nH]c3c2CCC3)c1	5	3%	-16%	0.5	24%	1	26%	4	-0.2
41	O=C(COc1cccc2cccnc12)Nc1nccs1	7	3%	-25%	-1.2	6%	3	12%	-4	-0.4
42	Cc1cccc(N2CCN(C(=O)Cn3cccc3C(=O)c3ccccc3)CC2)c1C	3	-6%	-12%	-0.5	-5%	-1	0%	0	-0.3

Screening data from PubChem BioAssay.
